Compound activity from PubChem BioAssay.
B2AR arrestin – qHTS assay of beta-arrestin-biased ligands of beta2-adrenergic receptor; Beta-2 adrenergic receptor (Homo sapiens), P07550; beta-arrestin recruitment to beta2AR, cell-based reporter; Potency, µM (series often up to 46.1 µM), without a hit: at the highest dose activation, most hits filed as activators; hit rate 0.02% among 330,000;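 note: potency is the fitted concentration of half-maximal effect; 0% = DMSO controls and full agonism = EC100 isoproterenol or metaproterenol; nearly all actives have a fitted effect of over 65% in size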
a7 integrin act – qHTS for Activators of Integrin-Mediated Alleviation for Muscular Dystrophy; Potency, µM (titrated, usually from 38.3 µM), for inactives: top-dose activation, most hits filed as activators; hit rate 0.064% among 350,000; AID 624291, 2012; alpha7betagal myoblasts, beta-gal FDG fluorescence, 48 h;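 note: potency is the fitted concentration of half-maximal effect; 100% = response of the positive control SU9516; nearly all actives have a fitted effect of over 60% in size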
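alpha7betagal+/- myoblasts (passage 13, 250/well) treated 48 h at 37C with compounds at 1:260 dilution of DMSO stock. Lysed, then beta-galactosidase activity read as FDG fluorescence (ex 480/em 540) after 30 min, with pre-read for autofluorescence.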
TRPV1 ag – HTS Assay for Compounds that Act as Agonists of the Vanilloid Receptor 1; TRPV1-expressing cells, Fluo-8 calcium influx, agonist mode; hit rate 0.19% among 320,000; activation, % at 8.33 µM; in the data active = activation above about 80%; inconclusive = between about 30% and that limit; note: 0% is about no effect
Target sequence (Q8NER1 whole entry, looked up): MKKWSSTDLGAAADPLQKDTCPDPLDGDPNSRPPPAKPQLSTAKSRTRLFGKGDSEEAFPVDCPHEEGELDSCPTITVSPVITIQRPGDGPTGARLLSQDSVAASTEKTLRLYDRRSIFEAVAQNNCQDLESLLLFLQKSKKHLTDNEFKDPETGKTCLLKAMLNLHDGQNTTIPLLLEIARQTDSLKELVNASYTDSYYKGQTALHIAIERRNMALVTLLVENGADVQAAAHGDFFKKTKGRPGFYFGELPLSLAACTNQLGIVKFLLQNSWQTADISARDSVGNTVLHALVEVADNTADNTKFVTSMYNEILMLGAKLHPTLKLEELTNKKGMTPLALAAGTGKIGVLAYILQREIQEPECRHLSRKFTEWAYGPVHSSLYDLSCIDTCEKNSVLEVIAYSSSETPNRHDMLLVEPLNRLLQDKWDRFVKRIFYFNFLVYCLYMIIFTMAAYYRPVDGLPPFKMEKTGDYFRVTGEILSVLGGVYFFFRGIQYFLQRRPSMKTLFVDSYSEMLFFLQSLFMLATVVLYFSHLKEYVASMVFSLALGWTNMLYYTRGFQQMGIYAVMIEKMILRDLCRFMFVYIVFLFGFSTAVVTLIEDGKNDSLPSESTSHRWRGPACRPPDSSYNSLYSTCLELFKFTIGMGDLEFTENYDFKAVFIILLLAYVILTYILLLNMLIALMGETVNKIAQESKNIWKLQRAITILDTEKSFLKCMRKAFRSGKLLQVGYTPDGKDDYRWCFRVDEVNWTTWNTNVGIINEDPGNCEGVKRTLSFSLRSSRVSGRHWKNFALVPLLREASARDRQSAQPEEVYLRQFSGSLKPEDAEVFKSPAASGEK
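TRPV1-expressing cells were cultured overnight at 35.5C and loaded with Fluo-8 calcium dye for 40 to 90 min at room temperature. After a 10 s baseline, compound was added and calcium influx was read kinetically for 3 min (ex 480/em 520 nm).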
A-T KAP1 phos – qHTS Assay for Identifying a Potential Treatment of Ataxia-Telangiectasia. Potency, µM (titrated, usually from 57.5 µM), for the others: at the highest dose activation, actives largely listed as activators. AID 485349, 2010. […] A-T fibroblasts, KAP-1 phosphorylation AlphaLISA; neocarzinostatin DNA damage 30 min before lysis. hit rate 0.19% among 320,000; note: potency is the fitted concentration of half-maximal effect; % of control where 0% means no effect; nearly all actives have a fitted effect of over 45% in size
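hTERT-immortalized A-T patient fibroblasts ([…]), 500 cells/well in OPTI-MEM, 1% FBS, got compounds for 60 min, then NCS for 30 min at 37C. Lysates were then assayed for phospho-KAP-1 by AlphaLISA (anti-pKAP1 donor, anti-KAP1 acceptor beads), 6 hr at 25C.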
ELG1 DNA repair – qHTS screen for small molecules that inhibit ELG1-dependent DNA repair in human embryonic kidney (HEK293T) cells expressing luciferase-tagged ELG1. HEK293T ELG1-luciferase reporter, luminescence, 16 h; DNA damage induced by 5-fluorouridine. AID 504467, 2011. hit rate 2.3% among 330,000. Potency, µM (doses to about 46.1 µM), for inactives: at the top dose activity change, negative = inhibition, most hits filed as inhibitors; note: potency is the fitted concentration of half-maximal effect; % is set by controls: 0 for no effect and ±100 for the full control effect; nearly all actives have a fitted effect of over 55% in size
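Quantitative HTS, concentration-response format. 2,000 cells/well co-treated with 5-fluorouridine and compound, 16 hr in 5% CO2 at 37 °C; ONE-Glo luminescence read after 30 min.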
MLL CXXC-DNA inh – qHTS Fluorescence Polarization Assay for Inhibitors of MLL CXXC domain - DNA interaction; hit rate 0.037% among 290,000; Potency, µM (titrated, usually from 115 µM), without a hit: at the top dose activity change, negative = inhibition, hits mostly inhibitors; Histone-lysine N-methyltransferase 2A (Homo sapiens), Q03164; MLL-CXXC / FITC-HOXA9 DNA fluorescence polarization; active = well fitted inhibition curve with a large enough effect in the polarisation, with a control signal flat, not every such curve was filed as active; inconclusive = small, poorly fitted or top-dose-only effect, or effect the other way, or a change in a side signal; inactive = no such curve, though single readings can be large or run the other way; the % refers to the polarisation; note: potency is the fitted concentration of half-maximal effect
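Purified MLL-CXXC (added from a 7 uM solution) was preincubated 5 min at ambient with pinned compounds in 50 mM Tris-HCl pH 7.5, 50 mM NaCl, 1 mM DTT, 0.05% BSA. Fluorescein-labeled HOX-A9 DNA (50 nM solution) followed, 30 min, then polarization read.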
p53 reactivator – qHTS assay for re-activators of p53 using a Luc reporter; AID 504706, 2011; hit rate 0.063% among 320,000; Potency, µM (doses to about 92.2 µM), inactives show at the highest dose activity change, positive = activation, hits mostly activators; H1299 p53-A138V BP100-luciferase reporter, luminescence, 24 h; note: potency is the fitted concentration of half-maximal effect; % of control where 0% means no effect; nearly all actives have a fitted effect of over 45% in size
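H1299 (p53-null), stable ts p53-A138V + BP100-Luc; 1000 cells/well, Opti-MEM/10% FBS; cpd 4 pt, 1:5; 24 h, 37 deg C, 5% CO2; detection reagent 10 min RT; luminescence.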
BRCA1 expr act – qHTS Assay to Identify Small Molecule Activators of BRCA1 Expression | MCF7-BRCA1-FFLuc reporter, luminescence, 48 h; response scale: scaled: vehicle 0%, 10 µM genistein 100% | Potency, µM (series often up to 46.1 µM), inactives show top-dose activation, actives largely listed as activators | AID 624202, 2012 | hit rate 1.1% among 380,000; note: potency is the fitted concentration of half-maximal effect; nearly all actives have a fitted effect of over 80% in size; some results filed as inactive show a strong effect at the top dose
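Quantitative HTS in MCF7 cells stably reporting BRCA1 expression via firefly luciferase. Compound treatment lasts 48 h at 37 °C in phenol-red free MEM. Activation is expressed relative to genistein at 10 microM and DMSO.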
TCR activator – Activators of T cell receptors: qHTS campaign. Potency, µM (highest dose often 9.22 µM), without a hit: at the top dose activation of IL-2 secretion, usual class: activators. 330,000 tested, under 10 active. primary human leukocytes, anti-CD3, IL-2 HTRF, 48 h. AID 504894, 2011; note: % of control where 0% means no effect
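Using a-CD3 beads without co-stimulation, primary human leukocytes were exposed to compounds for 48 hr. An HTRF IL-2 kit measured the cytokine, with europium-to-d2 energy transfer producing emission at 665nm upon 320nm excitation.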
TSG101-PTAP inh – qHTS Assay for Iinhibitors of HIV-1 Budding by Blocking the Interaction of PTAP/TSG101; Tumor susceptibility gene 101 protein (Homo sapiens), Q99816; Fluorescence polarization, FITC-PTAP peptide / Tsg101 binding; Potency, µM (top dose mostly 115 µM), without a hit: at the top dose activity change, negative = inhibition, actives largely listed as inhibitors; 340,000 tested, under 10 active; AID 493005, 2010; active = well fitted inhibition curve with a large enough effect in the main read-out, with a control signal flat, not every such curve was filed as active; inconclusive = small, poorly fitted or top-dose-only effect, or effect the other way, or a change in a side signal; inactive = no such curve, though single readings can be large or run the other way; note: potency is the fitted concentration of half-maximal effect; % of control where 0% means no effect
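Steps: Tsg101 binding domain dispensed (10 uM final), compounds pinned in DMSO, FITC-labeled PTAP-motif peptide added (50 nM final); after 20 min binding at room temperature, polarization measured.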
Starred values were filed as active, the others as inactive; ? = inconclusive; . = not tested or not shown; & = joins results of further samples; [ ] = another dose, or the depositor's remark. Unless noted, calls come from the whole dose curve; as a rule, active = well fitted curve in the direction sought with a large enough effect; inconclusive = small, poorly fitted or top-dose-only effect, or another doubt; inactive = no such curve, though single readings can be large; an effect the other way counts as inactive or inconclusive. Compounds as they come; 3.8% or so of the library scored in one or more.

Screens in order: B2AR arrestin | a7 integrin act | TRPV1 ag | A-T KAP1 phos | ELG1 DNA repair | MLL CXXC-DNA inh | p53 reactivator | BRCA1 expr act | TCR activator | TSG101-PTAP inh
- COc1ccc(NC(=O)N(CCCN2CCOCC2)Cc2cccnc2)c(OC)c1
→ . | 9.3% | . | . | . | . | . | -0.8% | 4.5% | -4.1%
- CC(Sc1ccc(Cl)cc1)C(=O)NNC(=O)c1ccccc1O (stereo not given)
→ -0.7% | 6.6% | 12.2 | -1.6% | ? | 1.0% | -6.2% | -33.9% | -7.5% | -0.1%
- CCOC(=O)NC1(C(F)(F)F)NC(=O)N(C2CCCCC2)C1=O (stereo not given)
→ 0.0% | -9.2% | 10.0 | . | 15.4% | -6.0% | -2.8% | 2.2% | -0.9% | -4.4%
- C=CCn1c(SCC(=O)Nc2ccc(N3CCOCC3)cc2)nnc1-c1ccncc1
→ -0.8% | -3.4% | -0.6 | -6.3% | 23.6% | -5.8% | 7.8% | -0.1% | -1.5% | -3.3%
- CN(CC(=O)Nc1cccc(F)c1)CC(=O)Nc1cccc2ccccc12
→ 0.6% | -21.7% | . | 4.4% | ? | . | -2.3% | -14.2% | -0.3% | -0.6%
- N/C(=N\OC(=O)c1cccc2ccccc12)c1cccc([N+](=O)[O-])c1
→ -0.5% | 0.0% | 11.3 | 20.4% | 7.0% | 29.3% | 5.6% | -21.1% | 3.9% | -3.6%
- Cc1c(C(=O)Nc2ccc(Cc3ccncc3)cc2)cccc1[N+](=O)[O-]
→ -0.2% | 0.0% | 19.0 | 20.3% | -11.1% | 0.1% | -1.5% | 0.0% | -0.8%[46.1 µM] | -0.7%
- O=C(NNC(=O)c1sccc1-n1cccc1)Nc1ccccc1
→ 0.1% | 11.7% | 0.2 | -2.8% | -10.4% | -1.7% | 1.3% | -23.3% | 9.4% | 0.1%
- CN(CC(=O)Nc1cccc(F)c1)C(=O)c1ccc2c(c1)NC(=O)CS2
→ -0.1% | -19.2% | -1.3 | -3.9% | 3.0% | . | 0.8% | 12.5% | 17.4% | -6.4%
- COc1ccc(CCNC(=O)COC(=O)Cc2cccc3ccccc23)cc1
→ 0.0% | 11.0% | 7.4 | . | 4.1% | 4.1% | -3.2% | -2.1%&-15.6% | -2.8%[46.1 µM] | -5.7%
- COCCNC(=O)c1onc(CSc2cc(C)cc(C)c2)c1C(=O)NCCOC
→ -0.6% | 18.6% | -1.6 | 0.0% | 13.3% | -3.0% | 0.5% | 0.0% | 1.7% | 1.6%
- COc1ccc(CN2C=C3C(=O)C(C)(OC(=O)CCc4ccccc4)C(=O)C=C3C=C2c2ccc(C#N)cc2)cc1 (stereo not given)
→ -0.8% | 27.0% | -7.6 | -6.5% | -8.7% | 1.6% | 3.8% | 6.5% | 3.1% | 2.4%
- O=C(C[n+]1ccccc1)Nc1cc(C(F)(F)F)ccc1Cl
→ -2.1% | -1.7% | 1.6 | 11.0% | 15.4% | 2.1% | -3.6% | -3.5% | -4.5%[46.1 µM] | -0.2%
- CCOC(=O)c1cnn(-c2nc(C)nc3sc4c(c23)CCC4)c1N
→ -0.4% | . | 7.4 | 1.0% | 0.9% | 8.3% | -2.8% | . | . | .
- COC(=O)c1cccc(NC(=S)N2CCOCC2)c1
→ -0.6% | 0.0% | 9.7 | -1.9% | 17.6% | 6.8% | -1.7% | 14.0% | -4.7% | -5.2%
- CC12CN(C(=O)c3ccc(Cl)cc3)C3(C#N)CC1CCC23C (stereo not given)
→ -0.3% | 9.8%[7.66 µM] | 2.0 | 1.0% | 3.0% | 26.7% | -3.1% | -15.1% | 0.8% | -2.7%
- COc1ccc(Cc2nnc(Cl)c3ccccc23)cc1OC
→ 0.1% | -1.4% | 1.6 | -1.9% | ? | 9.6% | 0.3% | 6.6% | -0.2% | -6.5%
- CCN(c1ccccc1)S(=O)(=O)c1ccc(C(=O)Oc2ccc(C(C)=O)cc2)cc1
→ -0.1% | 8.4% | -2.4 | 2.5% | 12.7% | 14.2% | 0.4% | 2.2% | 3.3% | -0.1%
- Cc1cc2ncn(/N=C/c3cc(Br)ccc3O)c2cc1C
→ 0.3% | . | -1.6 | -1.4% | 1.5% | 4.5% | -0.2% | . | . | .
- CCOC(=O)c1n[nH]n2c1nc(=S)c1ccccc12
→ 0.1% | 1.2% | -3.2 | -6.5% | -7.6% | -1.8% | -2.0% | -1.9% | 0.6% | -8.9%
- CS(=O)(=O)N(CC(O)Cn1c2ccccc2c2ccccc21)c1cccc2ccccc12 (stereo not given)
→ -0.1% | -55.4%[inhibitor] | 2.8 | 3.3% | -10.2% | 29.2% | -9.3% | -88.6%[inhibitor] | 0.6% | -2.0%
- Cc1ccnc(NC(=O)CCC(=O)N(CC(=O)NC2CCCCC2)c2cccc(C)c2C)c1
→ -0.3% | 17.4% | 1.6 | 10.1% | 0.5% | 2.4% | 6.9% | -14.3% | -1.0% | -0.6%
- O=C(COc1ccccc1Cl)Nc1ccc(C(=O)N2CCCCC2)cc1
→ -0.8% | -28.9% | 4.1 | -11.1% | 4.2% | 2.2% | 9.0% | 0.7% | -4.0% | -2.4%
- Nc1ccc(N=Nc2ccc(O)cc2)c(N)n1
→ . | -21.7% | . | . | . | . | . | ? | 8.4% | -4.0%
- CC(C)Oc1ccc(CCC(=O)NNC(=S)Nc2ccccc2)cc1
→ 11.2% | 8.1% | 7.1 | 1.3% | 12.2% | -3.3% | -3.4% | -27.9% | 0.5% | -9.0%
- Cc1ccc(-c2cc(C(=O)OCC(=O)Nc3cc(C)on3)c3ccccc3n2)c(C)c1
→ 0.1% | -9.3% | 6.3 | -8.5% | -17.1% | 2.1% | 0.7% | 0.0% | 0.1% | -6.9%
- COc1ccc(N2CCN(Cc3nc4ccccc4c(=O)[nH]3)CC2)cc1
→ 0.0% | 11.5% | 2.6 | 3.2% | -0.5% | 15.9% | 12.0% | -16.1% | . | -4.5%
- COc1ccc(-c2noc(CCC(=O)N3CCN(c4ccc(Cl)cc4)CC3)n2)cc1
→ -0.3% | -3.3% | . | 12.0% | -0.4% | . | 9.1% | -14.1% | -0.8%[46.1 µM] | 1.5%
- O=C(NC1CCCC1)c1cc2c(ccc3ccccc32)o1
→ -0.4% | -15.1% | ? | -0.3% | ? | -1.3% | 22.0% | ? | -6.7% | -0.3%
- CN(C(=O)Cn1cc(C#N)c2ccccc21)c1ccccc1
→ 0.0% | 7.9% | 1.4 | 3.9%[11.5 µM] | -0.7% | ? | -1.1% | -8.2% | 1.5% | 1.2%
- O=C(CSc1ncnc2c1cnn2CCc1ccccc1)Nc1cccc(C(F)(F)F)c1
→ 0.0% | -44.0% | 3.0 | 0.1% | ? | 10.1% | -7.6% | -3.3% | 0.2% | -7.7%
- CC(CSc1nnnn1-c1ccccc1)Cn1c(N2CCCC2)nc2c1c(=O)[nH]c(=O)n2C (stereo not given)
→ -0.5% | 27.7% | -0.1 | 5.3% | ? | 5.1% | -4.8% | -41.4% | 2.3%[46.1 µM] | -0.8%
- CC(=O)N1c2ccc(S(=O)(=O)NCC3CCC(C(=O)Nc4cc(C)ccn4)CC3)cc2CC1C (stereo not given)
→ -1.1% | -32.4% | -0.8 | 0.7% | -29.4% | 0.7% | ? | -10.9% | 0.2% | -0.8%
- COc1ccccc1NC(=O)CSc1nccn1Cc1ccc(F)cc1
→ -0.2% | 5.7% | 3.1 | 4.0% | 8.0% | 15.2% | -14.1% | -17.8% | 1.4% | .
- COc1ccc(C(=O)NC(CC(C)C)C(=O)O)cc1OC (stereo not given)
→ -0.2% | 4.8% | -4.3 | 1.8% | 16.3% | -4.9% | 0.8% | 5.4% | -4.9% | -4.4%
- Cc1cccc2sc(NNC(=O)C3=COCCO3)nc12
→ -0.3% | 27.3% | 7.7 | 0.9% | 8.3% | 8.0% | -0.6% | 41.3% | -2.5% | -0.2%
